# Bioassay records deposited in PubChem by Sanford-Burnham Center for Chemical Genomics.
# mIAP activ – mouse IAP activation. muIAP, CDP-Star luminescence, 30 min; active compounds read high; 1 = vehicle-only enzyme signal, 0 = enzyme-free wells. activation factor at 10 µM. actives 0.24% (n = 330,000);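 active = activation factor of at least 2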; note: the source names both 10 and 20 µM as test concentration; values of inactives mirror those of a sister screen read the other way
#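 Assay system: mouse IAP enzyme; Reagent: CDP-Star chemiluminescent phosphatase substrate; Compound: DMSO-dissolved test compounds; Incubation: 30 min, room temperature; Technique: luminescence from enzymatic CDP-Star hydrolysis; Controls: DMSO-only wells and no-enzyme negative control.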
# NLRP3 yeast inh – blocks the NALP3 inflammasome reconstituted in yeast; Yeast reconstituted NLRP3/ASC/caspase-1, beta-gal luminescence, 24 h; inhibition, % at 10 µM; actives 0.39% (n = 330,000); AID 2825;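 active = inhibition of 50% or more; inactive = inhibition below 50%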;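 note: plate controls were induced DMSO wells for no effect and uninduced yeast grown without galactose for full effect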
# tim10-1 inh – growth inhibitors of tim10-1 mutant yeast. S. cerevisiae tim10-1 ts strain growth, BacTiter-Glo, 24 h. inhibition, % at 20 µM. actives 2.2% (n = 330,000);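 active = inhibition of at least 40%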;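 note: mutant grown at 25 °C; 0% = DMSO wells with yeast and 100% = wells holding no yeast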
# A3A deaminase – human APOBEC3A DNA deaminase inhibition. P31941. recombinant A3A, FAM/TAMRA ssDNA deamination fluorescence. inhibition, % at 20 µM. actives 0.41% (n = 330,000). AID 493011;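 active = at least 40% inhibition at 20 µM here, with at most 30% in a related deaminase screen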;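 note: plate controls were A3A with DMSO for no effect and wells lacking A3A enzyme for full effect; some results filed as inactive read as strong as hits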
# Target sequence (P31941 whole entry, looked up): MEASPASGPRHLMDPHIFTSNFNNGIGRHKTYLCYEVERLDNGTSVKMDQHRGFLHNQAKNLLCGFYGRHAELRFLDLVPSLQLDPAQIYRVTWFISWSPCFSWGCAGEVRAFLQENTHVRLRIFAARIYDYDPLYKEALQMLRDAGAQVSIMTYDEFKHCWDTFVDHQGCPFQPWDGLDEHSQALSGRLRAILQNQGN
# TIM10 inh – growth inhibitors of TIM10 yeast strain. S. cerevisiae TIM10 strain growth, BacTiter-Glo luminescence, 24 h. inhibition, % at 10 µM. actives 1.4% (n = 330,000);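 active = inhibition of 40% or more at the single tested concentration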;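 note: wild-type TIM10 isogenic control strain grown at permissive 25 °C; 0% = DMSO yeast wells and 100% = minimal medium wells without yeast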
# MIN6 prolif – induces beta-cell replication in MIN6 cells; MIN6 cells proliferation, ATPlite luminescence, 48 h; cells starved in 0.2% serum; 100% = growth in 10% serum; proliferation, % at 10 µM; actives 0.29% (n = 330,000); AID 2380;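 active = compounds whose signal lies at least 3.5 SD above the mean of all wells on their plate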;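 note: 0% = DMSO-treated cells in low-serum medium and 100% = 10% serum control; some compounds called inactive have numbers as strong as hits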
# APOBEC3G inh – inhibitors of human APOBEC3G DNA deaminase. Q9HC16. AID 493012. recombinant A3G, ssDNA deamination FAM/TAMRA fluorescence. actives 0.28% (n = 330,000). inhibition, % at 20 µM;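 active = inhibition of at least 40% at 20 µM, with no more than 30% in the related APOBEC3A deaminase screen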;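 note: plate controls were DMSO wells with A3G for no effect and wells lacking A3G enzyme for full effect; some compounds called inactive have numbers as strong as hits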
# Target sequence (Q9HC16 whole entry, looked up): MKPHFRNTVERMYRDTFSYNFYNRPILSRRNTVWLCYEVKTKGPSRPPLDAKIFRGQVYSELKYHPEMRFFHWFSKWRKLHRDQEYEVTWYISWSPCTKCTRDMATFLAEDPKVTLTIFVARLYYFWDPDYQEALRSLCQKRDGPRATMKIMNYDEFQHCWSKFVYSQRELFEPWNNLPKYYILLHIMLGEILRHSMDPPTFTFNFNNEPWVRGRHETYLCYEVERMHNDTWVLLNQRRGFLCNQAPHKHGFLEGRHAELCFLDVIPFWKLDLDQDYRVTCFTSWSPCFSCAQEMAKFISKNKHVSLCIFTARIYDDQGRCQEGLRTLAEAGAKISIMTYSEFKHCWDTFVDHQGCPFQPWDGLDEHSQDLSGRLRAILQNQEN
# mIAP inh – mouse IAP inhibition | inhibition, % at 10 µM | purified mouse IAP, CDP-Star luminescence, 30 min | actives 0.2% (n = 330,000);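 active = inhibition of at least 40% at 10 µM in the primary screen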;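 note: plate controls were DMSO with enzyme for no effect and no enzyme wells for full effect; values of inactives mirror those of a sister screen read the other way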
# hIAP inh – human IAP inhibition; P09923; AID 2544; actives 0.12% (n = 330,000); purified IAP, CDP-Star luminescence, 30 min; inhibition, % at 10 µM;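 active = inhibition reaching a set limit with compound at 10 µM in the primary screen, cut at about 35% in these data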;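 note: plate controls were DMSO wells with enzyme for no effect and no-enzyme buffer wells for full effect; values of inactives mirror those of a sister screen read the other way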
# Target sequence (P09923 whole entry, looked up): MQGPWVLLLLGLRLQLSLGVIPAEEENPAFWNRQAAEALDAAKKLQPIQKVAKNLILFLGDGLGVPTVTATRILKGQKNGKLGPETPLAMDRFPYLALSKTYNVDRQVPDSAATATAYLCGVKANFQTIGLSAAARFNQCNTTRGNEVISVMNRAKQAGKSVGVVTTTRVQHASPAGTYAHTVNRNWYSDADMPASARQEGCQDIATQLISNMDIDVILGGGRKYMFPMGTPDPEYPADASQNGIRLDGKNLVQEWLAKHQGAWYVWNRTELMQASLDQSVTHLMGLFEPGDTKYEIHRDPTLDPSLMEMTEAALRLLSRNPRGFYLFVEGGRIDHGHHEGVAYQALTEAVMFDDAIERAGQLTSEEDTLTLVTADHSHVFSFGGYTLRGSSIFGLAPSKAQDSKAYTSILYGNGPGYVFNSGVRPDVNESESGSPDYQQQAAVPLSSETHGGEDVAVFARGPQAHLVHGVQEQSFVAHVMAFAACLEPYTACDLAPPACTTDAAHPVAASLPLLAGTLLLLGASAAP
# Active calls of the source: *. Outcome played no part in choosing rows; any-hit rate near 4.6%.
SMILES,mIAP activ,NLRP3 yeast inh,tim10-1 inh,A3A deaminase,TIM10 inh,MIN6 prolif,APOBEC3G inh,mIAP inh,hIAP inh
CCc1ccc(CNC(=O)CCc2nnc(Cc3cccc(C(F)(F)F)c3)o2)nc1,0.91,13,8,0,16,2,-7,9,-5
O=C(NNc1ccc([N+](=O)[O-])cc1)Nc1ccccc1,1,18,0,-3,-3,0,-6,-2,4
Cn1cc(S(=O)(=O)N2CCOCC2)cc1C(=O)NCCc1ccccc1,0.92,-2,5,-1,-6,1,-4,8,-2
CCCN1CCc2c(sc(NC(=O)c3ccc(S(=O)(=O)N4CCCC4)cc3)c2C(N)=O)C1,1.1,7,-8,-2,-4,-2,-11,-12,-2
CC(C)c1ccc(C(=O)Nc2ccc(N3CCOCC3)cc2)cc1,1,10,10,-3,4,-3,-13,-1,15
COc1cccc(CN(C)C(=O)Cc2c[nH]c3ccccc23)c1OC,1,14,-2,-1,-11,-3,2,-4,-2
COc1ccccc1Cc1nc2ccccc2n1S(=O)(=O)c1ccc(Cl)cc1,0.98,8,14,-4,-8,-1,-9,2,-11
CC(=O)N1CCc2cc(S(=O)(=O)CCC(=O)NCc3ccco3)ccc21,1.1,0,7,0,-1,-1,0,-7,-1
COc1ccc(S(=O)(=O)NCC(c2ccc(C)cc2)N2CCN(C)CC2)cc1OC (stereo not drawn),0.98,9,9,-2,8,-1,-10,2,-3
O=C(O)CCCCCNCc1ccncc1,0.9,14,4,-1,-2,-1,-5,10,9
c1ccc(C2=Nc3cccc4cccc(c34)N2)cc1,0.88,-8,37,-5,42*,-3,-6,12,-3
O=C1OC2(c3ccccc31)c1cc(I)c(O)c(I)c1Oc1c2cc(I)c(O)c1I,0.56,25,18,-43,21,-5,-146,44*,26
COc1cc(/C=C2/C(=N)N3OC(C)=CC3=NC2=O)ccc1OCCOc1ccc(C)cc1,1,6,8,1,10,-2,18,-4,13
Cc1ccc2nc(NC(=O)c3ccc(Cl)s3)sc2c1,0.86,12,15,-1,10,-3,-3,14,1
COc1ccc(C(CNC(=O)c2ccc(S(=O)(=O)Nc3ccc(F)cc3)cc2)N(C)C)cc1 (stereo not drawn),0.93,13,3,0,-1,-3,-7,7,12
C=CCc1ccc(O)c(-c2ccc(O)c(CC=C)c2)c1,0.91,-6,45*,0,34,-5,-2,9,12
CCC1=C2CC[C@H]3C(=O)N(CC)C(=O)[C@H]3[C@H]2[C@@]2(Cc3ccccc3)C(=NCCOC)OC(=O)N2C1=O,1.1,15,9,3,7,-3,6,-9,5
Cc1ccccc1C(=O)O[C@H]1[C@H](Cc2ccccc2)NS(=O)(=O)[C@H]2CC3C=C[C@]12O3,1.1,-6,2,-4,-12,-4,-6,-7,-4
O=C(COc1ccc2c3c(c(=O)oc2c1)CCCC3)NCc1ccncc1,1,13,-9,-3,-5,1,-5,0,-10
NNC(=O)c1sccc1OCc1ccc(Cl)cc1,1,16,10,-1,13,0,-5,-2,1
Cc1oc(/C=N/NC(=O)CC2(C)OCCO2)cc1Br,0.96,-1,9,1,1,0,0,4,-9
Cc1ccc(N2CC(C(=O)Nc3ccc4c(c3)OCO4)CC2=O)cc1 (stereo not drawn),1.1,-9,8,5,-2,-1,1,-8,5
COCCNC(=O)CN1C(=O)COc2ccc(S(=O)(=O)N3CCCCCC3)cc21,1,21,14,-3,-11,-2,-6,0,-33
O=C(N/N=C/C1CC=CCC1)c1ccc(Cl)cc1O (stereo not drawn),0.82,9,-4,-1,-6,0,-2,18,-2
CC[C@H](C)/C=C/C1=CC2=C(Cl)C(=O)[C@@]3(C)OC(=O)C(C(=O)[C@H](C)[C@@H](C)O)=C3C2=CO1,0.82,-3,21,-1,15,-3,-7,18,28

# Quoted from the results shown for reference:
SMILES,mIAP activ,NLRP3 yeast inh,tim10-1 inh,A3A deaminase,TIM10 inh,MIN6 prolif,APOBEC3G inh,mIAP inh,hIAP inh
CCc1ccc(CNC(=O)CCc2nnc(Cc3cccc(C(F)(F)F)c3)o2)nc1,0.91,13,8,0,16,2,-7,9,-5
O=C(NNc1ccc([N+](=O)[O-])cc1)Nc1ccccc1,1,18,0,-3,-3,0,-6,-2,4
Cn1cc(S(=O)(=O)N2CCOCC2)cc1C(=O)NCCc1ccccc1,0.92,-2,5,-1,-6,1,-4,8,-2
CCCN1CCc2c(sc(NC(=O)c3ccc(S(=O)(=O)N4CCCC4)cc3)c2C(N)=O)C1,1.1,7,-8,-2,-4,-2,-11,-12,-2

# (listing goes on)
SMILES,mIAP activ,NLRP3 yeast inh,tim10-1 inh,A3A deaminase,TIM10 inh,MIN6 prolif,APOBEC3G inh,mIAP inh,hIAP inh
COc1ccc(-c2nnc(SCC(=O)Nc3cc(F)ccc3C)o2)cc1,0.85,25,19,2,-11,-3,-2,15,-3
CC(C)=CC(=O)N1CCC(n2nccc2NC(=O)CCc2ccccc2)CC1,1.1,6,3,-6,0,4,-6,-7,-16
CCOc1cc(C2C3=C(CCCC3=O)N(CC(=O)O)C3=C2C(=O)CCC3)ccc1OC,0.93,8,-10,-6,-10,-2,-6,7,-21
CCN(CC)CC(=O)Nc1c(C)cc(C(C)(C)C)cc1C,0.94,11,-12,-3,-7,0,-6,6,6
CCOC(=O)Cn1cnc([N+](=O)[O-])n1,0.98,7,6,2,-1,1,0,2,-10
CCCc1ccc(OCC(O)CN2CCCC2)cc1 (stereo not drawn),1.1,1,-8,4,3,0,-1,-7,-26
Cc1cccc(OCC(=O)N/N=C\C=C\c2ccc3c(c2)OCO3)c1C,0.92,-4,10,2,-5,-2,-2,8,-6
O=C(Cn1cnc2c(nnn2Cc2ccc(Cl)cc2)c1=O)NCC1CCCO1 (stereo not drawn),1.1,4,-1,0,-6,-2,-4,-6,-16
COc1ccccc1-n1c(C)nnc1SCC(=O)Nc1cc(C)cc(C)c1,0.92,13,22,-2,14,3,-3,8,21
COc1cc2oc(=O)ccc2cc1-c1c(OC)ccc2ccc(=O)oc12,1.1,13,6,0,-2,0,-3,-7,5
O=C(C1CCN(S(=O)(=O)c2ccccc2)CC1)N1CCCCCC1,1,18,-5,2,-3,-4,-1,-1,-8
CCCCN(CC)C(=O)Cn1c(=O)sc2ccccc21,0.97,6,10,-5,10,-2,-6,3,-1
Cc1ccc(S(C)(=O)=NC(=O)NC(=O)c2c(Cl)cccc2Cl)cc1 (stereo not drawn),1,12,2,0,-5,0,14,0,-6
CCC(=O)C1CCCN(C(=O)CCc2nnc(-c3ccc(C(C)=O)s3)o2)C1 (stereo not drawn),0.93,6,-4,-1,5,0,-2,7,-5
CCOC(=O)C1=C(N)Oc2ccc3ccccc3c2C1c1cccnc1 (stereo not drawn),1.2,-2,27,-3,46*,-3,-7,-17,-2
CCCCNc1c(-c2ccc(OC)c(SC3CCCCC3)c2)nc2ccc(Cl)cn12,1.1,17,11,-3,11,-6,12,-11,-10
CC(=O)Nc1nc(-c2ccc3c(c2)CCN3S(C)(=O)=O)cs1,1,13,33,-6,10,-2,-8,0,-14
CCC1(c2ccccc2)NC(=O)N(CC(=O)NCC2COc3ccccc3O2)C1=O (stereo not drawn),0.96,1,4,-5,4,0,-12,4,-8
CCC(c1nnc(SCC(=O)Nc2ccc(C(C)=O)cc2)n1C1CCCCC1)N(C)C (stereo not drawn),0.99,11,25,-3,19,-4,-8,1,-5
CN1CCN(CC(=O)N2c3ccccc3C(C)(c3ccccc3)CC2(C)C)CC1 (stereo not drawn),1.1,24,23,-3,17,-4,-6,-6,-28
CC(C)c1ccc(C2C(C#N)=C(N)Oc3c2oc(CO)cc3=O)cc1 (stereo not drawn),0.91,5,-3,-1,-22,0,-4,9,-1
O=C(NC1CCCCC1)n1c(=O)oc2ccc(Cl)cc21,1,0,12,-3,15,5,-6,0,1
O=C(Nc1nnc(SCC(=O)N2CCCC2)s1)C1CC(=O)N(c2ccc(F)cc2)C1 (stereo not drawn),1.1,8,1,4,-4,-4,3,-13,-6
Cc1cccc(N2CCN(C(=O)CNC(=O)c3cccc([N+](=O)[O-])c3)CC2)c1C,1.1,23,11,1,-2,-1,4,-7,2
Cc1cc(C)cc(Nc2nc(-c3ccc(S(=O)(=O)N4CCCC4)cc3)cs2)c1,1,-11,7,-2,0,-5,-6,0,-2
SMILES,mIAP activ,NLRP3 yeast inh,tim10-1 inh,A3A deaminase,TIM10 inh,MIN6 prolif,APOBEC3G inh,mIAP inh,hIAP inh
COc1ccc(CC(=O)OCC(=O)Nc2ccc(N3CCOCC3)cc2)cc1,1.1,4,5,0,-5,-1,-2,-10,-14
O=C(O)CN1C(=O)S/C(=C\c2ccc3c(c2)OCO3)C1=O,1,11,12,-3,15,-1,-10,-1,-6
CCOc1ccccc1NC(=O)N1CCC(NC(=O)c2cccc(C)c2)CC1,1.1,-5,22,12,4,-4,2,-12,-5
COc1ccc(S(=O)(=O)N2CCOCC2)cc1NC(=O)CN(C)Cc1c(F)cccc1Cl,1.1,-8,36,-2,32,-1,-13,-13,-4
O=C(CSc1cccc[n+]1[O-])c1cc2ccccc2o1,1,22,30,-2,37,-6,0,-5,0
O=C(Nc1nnc(C2CC2)s1)c1ccccn1,1,8,35,0,14,-4,-9,-3,21
O=C(Cc1cccs1)Nc1ccc(NC(=O)c2ccco2)cc1,1,2,7,0,8,0,-4,-1,8
CC1(C)CC(=O)c2cc(C(=O)N3CCCC(C)(C)C3)c(=O)n(-c3ccccc3)c2C1,0.93,-7,16,2,-4,-1,-3,7,15
O=C(CSc1ncccn1)Nc1ccc(Cl)c(S(=O)(=O)N2CCOCC2)c1,1,24,-3,7,-1,-2,4,-4,-4
O=C(Nc1cccc([N+](=O)[O-])c1)c1cccc(C(=O)Nc2cccc([N+](=O)[O-])c2)c1,0.84,5,-31,-1,21,-1,-1,16,6
CCCn1c(N)c(N(CCOC)C(=O)CSc2ccccc2)c(=O)[nH]c1=O,0.94,13,-5,-5,9,6,-5,6,11
O=C1C(=O)c2ccccc2C(O)=C1CCCCl,1,2,24,1,26,-6,4,-1,17
CCOC(=O)c1cnc2c(C)c(Cl)ccc2c1NCCCN1CCOCC1,0.99,18,33,-7,65*,2,-8,1,-31
N/C(CC(=O)Nc1ccc(F)cc1)=N\O,0.94,-6,7,0,0,3,1,6,10
COc1ccc(NC(=O)CN2C(=O)c3cccc4cccc2c34)cc1OC,0.93,-15,9,5,-1,3,-3,7,7
Cn1c(SCC(=O)NNC(=O)Cc2ccccc2)nnc1-c1ccc(Cl)cc1,1,-5,24,-3,-15,-1,-9,0,-99
COc1ccccc1-c1nnc(NC(=O)c2ccc(S(=O)(=O)N3CCCC3)cc2)o1,1.1,7,10,-2,-13,-4,5,-8,7
CCOc1ccc(CCNC(=O)CCc2c(C)nc3ncnn3c2C)cc1OCC,1.1,20,4,-5,-9,-2,-6,-9,-2
Nn1c(SCC(=O)NC2CCCc3ccccc32)nnc1C1CC1 (stereo not drawn),0.99,9,8,4,6,-4,-1,1,11
Fc1ccc(/C=N/NC(=S)NCCc2ccccc2)cc1F,0.96,23,2,-3,31,-3,-6,4,4
CCNCCOC(c1ccccc1)c1ccccc1,1,12,8,-2,-22,-1,-8,-3,-55
CC(=O)Nc1ccc(S(=O)(=O)Nc2nc3ccccc3nc2Nc2ccc(N)cc2)cc1,0.92,4,1,3,-6,-4,-2,8,15
COc1ccc(NC(=O)CN(C)C(=O)c2cc(-c3cccs3)nn2-c2ccccc2)cc1,1.1,-1,-1,3,-5,1,-4,-8,-4
O=C(Nc1ccccc1)N1CCC(c2ccccc2)C1 (stereo not drawn),1.1,6,2,-1,-7,-4,-1,-5,-16
CC(=O)c1c(O)c2ccccc2n(Cc2ccccc2)c1=O,1,17,28,-6,11,-4,-11,0,-3
